Screening data deposited in PubChem BioAssay by The Scripps Research Institute Molecular Screening Center.
CHO-K1 Ca antag = M1 antagonist counterscreen hit in parental CHO-K1 cells | inhibition, % at 3 µM | 0.6% of 360,000 active | ATP-induced calcium, Fluo-8 fluorescence;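 active = inhibition above a per-plate cutoff, the plate's mean sample inhibition plus 3 SD, cut at about 24% in these data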;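 also: 0% = DMSO plus EC80 ATP and 100% = DMSO alone without ATP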
M1 ag parental = counter-screen for M1 agonists: effect in parental CHO-K1 cells | Fluo-8 calcium fluorescence; scaled to maximal ATP response, vehicle zero | activation, % at 3 µM | 0.48% of 360,000 active; in the data active = activation above about 15%;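 also: untransfected CHO-K1 host cells lacking M1 receptor as counterscreen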
TAAR1 agonist = human TAAR1 agonists, primary screen, Fluo-8 calcium fluorescence, CHO RD-HGA16 cells. 0.99% of 360,000 active. Trace amine-associated receptor 1 (Homo sapiens), Q96RJ0. vehicle wells 0%, saturating PEA agonist 100%. activation, % at 3 µM;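 active = activation above the mean activation of all test compounds in the run plus 3 SD, cut at about 38% in these data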
Target sequence (Q96RJ0 whole entry, looked up): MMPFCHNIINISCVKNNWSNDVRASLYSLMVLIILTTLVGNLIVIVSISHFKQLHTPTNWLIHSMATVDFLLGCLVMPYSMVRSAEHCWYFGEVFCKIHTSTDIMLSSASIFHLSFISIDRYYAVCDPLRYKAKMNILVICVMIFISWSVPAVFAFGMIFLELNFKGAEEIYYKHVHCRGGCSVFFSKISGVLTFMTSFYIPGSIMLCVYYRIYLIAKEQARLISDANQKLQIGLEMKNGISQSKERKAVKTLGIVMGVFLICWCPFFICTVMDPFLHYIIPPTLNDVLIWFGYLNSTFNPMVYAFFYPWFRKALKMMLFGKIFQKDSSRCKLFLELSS
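Assay system – CHO-derived RD-HGA16 cells with stable Gα16 and human TAAR1 · Compound dosing – one-point dosing at 3 µM (nominal) · Incubation – 17-24 h seeding, 75 min 37 °C dye, 30 min RT · Measured by – kinetic Fluo-8 calcium fluorescence · Control set – DMSO vehicle as 0%, PEA at EC100 as 100% · Repeats – single well for each compound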
CHRM1 agonist = human M1 muscarinic receptor agonists, primary screen, Fluo-8 calcium fluorescence, CHO-K1 cells, HTS | Muscarinic acetylcholine receptor M1 (Homo sapiens), P11229 | CHO-K1 hM1, agonist mode; 0% DMSO, 100% acetylcholine EC100 | activation, % at 3 µM | 0.33% of 360,000 active | AID 588814, 2011;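 active = activation above the run's mean compound activation plus 3 SD, cut at about 16% in these data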;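 also: peak over basal fluorescence ratio within a 140 s kinetic read after compound addition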
Target sequence (P11229 whole entry, looked up): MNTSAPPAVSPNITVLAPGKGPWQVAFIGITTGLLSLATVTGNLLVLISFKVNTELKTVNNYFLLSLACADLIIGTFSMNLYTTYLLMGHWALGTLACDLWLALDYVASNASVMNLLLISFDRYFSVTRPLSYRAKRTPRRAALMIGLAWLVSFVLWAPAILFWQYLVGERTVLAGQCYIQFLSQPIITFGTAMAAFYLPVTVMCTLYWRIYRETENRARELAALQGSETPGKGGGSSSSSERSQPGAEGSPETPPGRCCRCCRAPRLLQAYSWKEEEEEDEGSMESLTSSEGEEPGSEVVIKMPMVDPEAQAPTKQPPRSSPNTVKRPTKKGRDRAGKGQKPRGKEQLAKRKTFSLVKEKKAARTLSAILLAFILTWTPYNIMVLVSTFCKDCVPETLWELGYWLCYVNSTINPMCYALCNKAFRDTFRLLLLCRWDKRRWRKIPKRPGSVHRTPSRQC
TAAR1 antag = human TAAR1 antagonists, primary screen, Fluo-8 calcium fluorescence, CHO RD-HGA16 cells; inhibition, % at 3 µM; 1.5% of 360,000 active; antagonist; Trace amine-associated receptor 1 (Homo sapiens), Q96RJ0;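 active = inhibition above a per-plate cutoff, the mean inhibition of test compounds on that plate plus 3 SD, cut at about 49% in these data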;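 also: 0% = DMSO plus EC80 beta-PEA response and 100% = DMSO alone without agonist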
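System: CHO RD-HGA16 cells bearing hTAAR1. Reagent: EC80 β-phenethylamine stimulus. Schedule: seeding 17-24 h prior, 75-min 37 °C, 30-min RT dye loading. Signal: Fluo-8 intracellular calcium dye fluorescence, real-time kinetic reads. Read-out: % inhibition from peak post-agonist over basal fluorescence ratio. Benchmarks: vehicle wells and EC80 agonist wells. Replicates: n of 1.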
CHRM1 antagonist = human M1 muscarinic receptor antagonists, primary screen, CHO-K1 cells, Fluo-8 calcium fluorescence, 1536-well; inhibition, % at 3 µM; Muscarinic acetylcholine receptor M1 (Homo sapiens), P11229; 1.3% of 360,000 active; CHO-K1 hM1, ACh EC80 antagonist;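 active = percent inhibition above its own plate's cutoff, namely the mean of that plate's compound wells plus 3 SD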;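 also: peak over basal fluorescence ratio during 140 s after agonist addition; 0% = ACh EC80 plus DMSO and 100% = DMSO alone without agonist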
CHRM1 PAM = human M1 muscarinic receptor positive allosteric modulators, primary screen, CHO-K1 cells, Fluo-8 calcium fluorescence, 1536-well | Muscarinic acetylcholine receptor M1 (Homo sapiens), P11229 | CHO-K1 hM1, ACh EC20; 0% = ACh EC20, 100% = maximal ACh | activation, % at 3 µM | 0.088% of 360,000 active | AID 588819, 2011; in the data active = activation above about 19%, passing the limit was not always enough
CHO-K1 Ca PAM = nonselective calcium activators in parental CHO-K1 cells, primary screen, counter-screen for M1 PAM project, cell-based, Fluo-8 calcium fluorescence, full deck, 1536-well | 0.02% of 360,000 active | ATP EC20; 0% at ATP EC20, 100% at ATP max | AID 602247, 2012 | activation, % at 3 µM;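 active = activation above the run cutoff, the mean activation of all test compounds plus 3 SD, cut at about 40% in these data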;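 also: peak over basal fluorescence ratio in a 140 s read after ATP addition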
CHO parental Ca = ATP-evoked calcium signal inhibitors, parental CHO, primary screen, counter-screen for OX1R antagonist project, cell-based, fluorescence, Fluo-8 calcium dye. parental CHO-K1, ATP-induced calcium, Fluo-8 fluorescence. inhibition, % at 5.6 µM. 0.63% of 330,000 active;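 active = inhibition above that plate's mean sample inhibition plus 3 SD, cut at about 26% in these data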;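 also: 0% = ATP-challenged DMSO wells and 100% = DMSO wells without ATP; some compounds past the cut are filed as inactive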
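Material: Parental CHO cells | Reagent: ATP | Compound dosing: Single nominal dose of 5.6 µM per compound | Detection: Intracellular calcium via Fluo-8 no-wash fluorescent dye | Read-out: % inhibition of ATP-induced calcium mobilization | Benchmarks: Low control ATP plus DMSO, high control DMSO only | Replicates: Singlicate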
Active calls of the source: *; · = no result given.

1: COc1ccc(CNS(=O)(=O)c2ccc(-c3ccc(=O)[nH]n3)s2)cc1OC
2: Cc1cc(CNC(=O)COC(=O)C2CC3CCCC(C2)C3=O)cc(C)c1O (stereo not drawn)
3: CCN(Cc1ccccc1)C(=O)COC(=O)c1cc(=O)[nH]c2ccccc12
4: CC(OC(=O)Cc1c[nH]c2ccccc12)C(=O)Nc1ccccc1[N+](=O)[O-] (stereo not drawn)
5: CCN(CC(=O)Nc1ccc2c(c1)OCCO2)C(=O)CCOc1ccccc1
6: N#Cc1cc(-c2ccc(Cl)cc2)cnc1Sc1ccc(F)cc1
7: Cc1ccc(C)c(S(=O)(=O)N2CCN(c3ncccn3)CC2)c1
8: COc1ccccc1N(C)S(=O)(=O)c1ccc(Cl)c(C(=O)N2CCC(C(N)=O)CC2)c1
Assay by compound,1,2,3,4,5,6,7,8
CHO-K1 Ca antag,-14,-10,-15,-1,-2,-13,-16,9
M1 ag parental,1.2,0.6,4.6,1.0,0.5,0.3,1.2,0.4
TAAR1 agonist,2,-2,2,4,-2,5,12,5
CHRM1 agonist,-2,-1,4,-2,-2,-6,-12,-6
TAAR1 antag,-1,7,14,13,-24,7,-14,12
CHRM1 antagonist,-3,-3,-17,-2,2,-4,-5,7
CHRM1 PAM,4,6,15,4,1,-1,-2,-6
CHO-K1 Ca PAM,13,16,13,-2,1,5,-8,2
CHO parental Ca,-1,-9,-14,-5,-1,-11,-21,4

9: O=c1o[nH]c(-c2ccccc2)c1N=Nc1c(F)cccc1Cl
10: O=C(NCc1ccc2c(c1)OCO2)C1CCN(S(=O)(=O)c2cccc3nsnc23)CC1
11: COc1ccccc1NC(C)C(=O)N/N=C/c1ccccc1OCc1cccc(Br)c1 (stereo not drawn)
12: CCCCNS(=O)(=O)c1ccc(NC(=O)C2c3ccccc3Oc3ccccc32)cc1
13: Cc1ccc(NC(=O)Cn2c(O)c(N=NS(=O)(=O)c3ccc(C)cc3)c3ccccc32)cc1
14: CC(=O)Nc1ccc(S(=O)(=O)N2CCC(C(=O)c3ccc(F)cc3)CC2)cc1
15: C[C@H](CO)N1C[C@H](C)[C@H](CN(C)C(=O)NC2CCCCC2)Oc2cc(-c3cccnc3)ccc2S1(=O)=O
16: Cc1cccc(N2CCN(CC(=O)Nc3nccs3)CC2)c1C
Assay by compound,9,10,11,12,13,14,15,16
CHO-K1 Ca antag,-1,-1,-9,-2,-2,-1,3,1
M1 ag parental,4.8,-0.3,0.7,4.6,0.3,9.3,0.3,0.3
TAAR1 agonist,-2,16,-2,35,3,2,1,15
CHRM1 agonist,-2,-3,-4,2,-3,-3,-9,-2
TAAR1 antag,4,-6,3,20,-15,23,16,-11
CHRM1 antagonist,-9,-14,-4,0,2,6,11,-17
CHRM1 PAM,1,4,0,-1,-1,-5,-8,9
CHO-K1 Ca PAM,4,4,17,16,5,14,-3,4
CHO parental Ca,1,-4,-28,16,-8,-8,·,-24

17: CC1(C(=O)NS(=O)(=O)c2ccc(Cl)s2)CCN1C(=O)c1ccc(C2CCCCC2)cc1 (stereo not drawn)
18: Cc1ccc(S(=O)(=O)N2CCC(C(=O)NCCc3ccccn3)CC2)cc1
19: CN(c1ccc(C(=O)Nc2ccc3c(c2)OCO3)cc1)S(C)(=O)=O
20: CCOC(=O)C1=CCN(S(=O)(=O)c2ccc(F)cc2)C1c1ccc(Br)cc1 (stereo not drawn)
21: CN1CC(c2ccccc2Cl)C2(COc3ccccc3C2=O)C12C(=O)Nc1ccccc12 (stereo not drawn)
22: N#CC1=C(SCc2ccc(C#N)cc2)N=C(N)C(c2nc(-c3ccccc3)cs2)C12CCCCC2 (stereo not drawn)
23: Cc1ccc2oc(C(=O)NCCC3CCCCO3)c(C)c2c1 (stereo not drawn)
24: COc1ccc(C(=O)NC(=S)N2CCCCC2)cc1[N+](=O)[O-]
Assay by compound,17,18,19,20,21,22,23,24
CHO-K1 Ca antag,-9,-18,-16,-7,1,5,-7,14
M1 ag parental,0.5,1.0,0.4,1.6,11,-0.1,-0.9,5.9
TAAR1 agonist,4,1,2,0,3,10,0,7
CHRM1 agonist,-4,-5,2,-8,-5,1,-4,-3
TAAR1 antag,-10,-8,-7,5,12,-3,-19,-4
CHRM1 antagonist,-9,-1,-29,-3,1,-7,8,-1
CHRM1 PAM,1,6,11,-2,1,7,6,0
CHO-K1 Ca PAM,5,7,16,22,22,6,14,-5
CHO parental Ca,·,-8,13,·,-12,-1,·,7

25: O=S(=O)(CCN1CCOCC1)c1ccc(Oc2ccc(S(=O)(=O)CCN3CCOCC3)cc2)cc1
26: CCc1ccc2nc(SCC(=O)Nc3ccccc3N3CCOCC3)c(C#N)cc2c1
27: Cc1ccc(OCC(=O)NNC(=O)C2CC(=O)N(c3ccc4c(c3)OCCO4)C2)cc1 (stereo not drawn)
28: CC(=O)c1ccc(NC(=O)C2CCN(S(=O)(=O)c3cccnc3)CC2)cc1
29: COc1ccc(C)cc1NC(=S)N1CCOCC1
30: Cc1nc(CS(=O)(=O)c2ccccc2)cc(Sc2ccc(Cl)cc2)n1
31: COc1ccc(C2CC(C)=C(C#N)S(=O)(=O)C2C#N)cc1 (stereo not drawn)
32: Cc1noc(C)c1COc1ccc(CC(=O)NC2CCCCCC2)cc1
Assay by compound,25,26,27,28,29,30,31,32
CHO-K1 Ca antag,17,-7,12,-3,-4,-14,-11,-11
M1 ag parental,2.9,1.0,1.6,2.6,1.5,1.9,7.3,4.4
TAAR1 agonist,8,1,0,3,1,7,1,5
CHRM1 agonist,-1,-2,-4,-2,-2,-2,3,-5
TAAR1 antag,1,-25,-16,-15,2,16,-37,4
CHRM1 antagonist,-11,-6,-7,-8,0,-7,-14,-7
CHRM1 PAM,7,2,11,4,6,5,10,9
CHO-K1 Ca PAM,8,18,-6,10,9,17,10,4
CHO parental Ca,-4,-13,-2,-24,-11,-8,-7,-24

33: COc1ccc(S(=O)(=O)N(CC(=O)NCc2ccncc2)Cc2ccccc2)cc1
34: CCOC(=O)C1Cn2c(nc3c(c2=O)C(C)(CC)Cc2ccccc2-3)S1 (stereo not drawn)
35: Nc1ccc(C(=O)OCC(=O)NC2CCS(=O)(=O)C2)cc1[N+](=O)[O-] (stereo not drawn)
36: CC1S/C(=N/N=C/c2cccc([N+](=O)[O-])c2)NC1=O (stereo not drawn)
37: Cc1cc(=O)oc2cc3c(cc12)OCO3
38: O=C(Nc1ccc(CN2CCOCC2)cc1)c1ccc(Cl)cc1Cl
39: COc1ccc(CCNC(=O)C2CCN(S(=O)(=O)c3cccc4cccnc34)CC2)cc1OC
40: O=C(N/N=C/c1ccncc1)c1nc2ccccc2c(=O)[nH]1
Assay by compound,33,34,35,36,37,38,39,40
CHO-K1 Ca antag,-6,-5,-10,-7,10,7,-15,-17
M1 ag parental,3.9,-0.1,1.0,1.6,8.4,0.2,4.0,1.0
TAAR1 agonist,4,0,3,-1,3,1,·,62*
CHRM1 agonist,-3,-2,-1,-5,-7,-4,-1,-2
TAAR1 antag,31,-3,-28,-12,-16,-28,·,-40
CHRM1 antagonist,13,-9,-11,-3,-2,-10,-7,-18
CHRM1 PAM,-10,9,6,-5,4,16,1,12
CHO-K1 Ca PAM,-22,9,17,5,-14,-15,-12,30
CHO parental Ca,-6,-20,5,-21,-1,·,-16,8

Part of the list above, showing only M1 ag parental.
cpd	mol	M1 ag parental
38	O=C(Nc1ccc(CN2CCOCC2)cc1)c1ccc(Cl)cc1Cl	0.2
35	Nc1ccc(C(=O)OCC(=O)NC2CCS(=O)(=O)C2)cc1[N+](=O)[O-] (stereo not drawn)	1.0
39	COc1ccc(CCNC(=O)C2CCN(S(=O)(=O)c3cccc4cccnc34)CC2)cc1OC	4.0

Next section
41: COc1cc(NC(=O)c2ccc([N+](=O)[O-])cc2)c(OC)cc1NC(=O)CC(C)C
42: C=CCOc1ccc(CNC(C)(C)CO)cc1OC
43: Clc1ccc(-c2nnc(COc3ncnc4ccccc34)o2)cc1
44: COc1cc(-c2noc(C)c2C(=O)NCCc2ccccc2)cc(OC)c1OC
45: O=S(=O)(NCCc1csc(-c2ccccc2)n1)c1cccnc1
46: CCOC(=O)c1nnn(-c2nn3nnnc3c3ccccc23)c1C
47: CC(=O)Nc1ccc(NC(=O)c2ccc(Cn3cc(Cl)cn3)cc2)cc1
48: Cc1ccc(-c2cc(C(=O)NCCCn3ccnc3)c3ccccc3n2)s1
Assay by compound,41,42,43,44,45,46,47,48
CHO-K1 Ca antag,-3,-1,-9,5,1,12,-6,-9
M1 ag parental,0.1,1.9,1.0,0.1,0.9,0.1,1.4,1.0
TAAR1 agonist,11,15,5,30,6,8,3,3
CHRM1 agonist,2,-2,-5,-6,-2,-4,-3,-3
TAAR1 antag,8,-17,-4,4,-7,3,-1,-10
CHRM1 antagonist,-7,-13,-3,-2,-18,8,-2,-8
CHRM1 PAM,9,10,3,8,-1,-2,9,4
CHO-K1 Ca PAM,4,13,-5,1,-3,-6,17,20
CHO parental Ca,-7,3,-3,-17,-15,-2,5,-23

49: COc1ccc(-c2ccc(SCC(=O)NCc3ccco3)nn2)cc1OC
50: COc1ccc(CC(=O)NNS(=O)(=O)c2ccc(F)cc2)cc1OC
51: Cc1ccc(N2CCCCn3c2nc2c3c(=O)n(CC(=O)O)c(=O)n2C)cc1
52: CC(C)NC(=O)c1ccc2c(=O)n(Cc3ccco3)c(=S)[nH]c2c1
53: O=C(O)CCC(=O)NCc1cn(-c2ccccc2)nc1-c1cccc(Br)c1
Assay by compound,49,50,51,52,53
CHO-K1 Ca antag,-10,-6,-6,16,-4
M1 ag parental,-0.2,1.1,0.3,0.3,0.3
TAAR1 agonist,11,9,1,15,0
CHRM1 agonist,-5,-2,-4,-1,-8
TAAR1 antag,4,2,-10,6,-15
CHRM1 antagonist,8,2,-8,-9,-8
CHRM1 PAM,2,2,15,9,8
CHO-K1 Ca PAM,18,8,11,-6,27
CHO parental Ca,-16,-5,-3,-6,-9
